PLCg1 inh: blocks human PLC-gamma1 enzyme activity; P19174; hit rate 0.84% among 370,000; purified PLC-gamma1, fluorogenic substrate, fluorescence; inhibition, % at 12.2 µM; AID 720700; in the data active means inhibition above about 9.5%
KLK7 zymogen act: activates the human kallikrein-7 zymogen; activation, % at 7 µM; hit rate 0.9% among 370,000; AID 652039; P49862; purified proKLK7, EDANS-DABCYL substrate fluorescence; 100% is mature enzyme control, 0% vehicle;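 active means activation above the mean of all tested compounds plus 3 SD, computed per campaign excluding outliers beyond control limits, cut at about 13% in these data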
Target sequence (P49862 whole entry, looked up): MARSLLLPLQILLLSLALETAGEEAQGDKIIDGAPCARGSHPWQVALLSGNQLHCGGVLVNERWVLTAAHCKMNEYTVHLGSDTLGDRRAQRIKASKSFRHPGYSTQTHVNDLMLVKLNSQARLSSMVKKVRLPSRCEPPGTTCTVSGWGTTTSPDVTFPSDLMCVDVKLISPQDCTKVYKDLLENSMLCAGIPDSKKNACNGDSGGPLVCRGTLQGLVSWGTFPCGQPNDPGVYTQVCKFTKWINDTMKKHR
TDP2 absorb: blocks human TDP2 phosphodiesterase activity. O95551. recombinant TDP2, T5PNP hydrolysis, p-nitrophenol absorbance 415 nm. inhibition, % at 12.8 µM. hit rate 0.34% among 370,000. AID 720702;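 active means inhibition above the mean of all tested compounds plus 3 SD, set per campaign, cut at about 25% in these data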;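 further: 0% = DMSO with enzyme and 100% = buffer with substrate but no TDP2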
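Test system: human TDP2 enzyme; Input: 120 nM TDP2 per well; Buffer or medium: Mg2+-containing Tris-HCl buffer, pH 7.5; Reagent: 5 mM T5PNP; Dosing: 12.8 µM single point, 1% DMSO; Incubation: reaction 2 h, 37 °C; Detection: p-Nitrophenol epi absorbance; Read-out: % inhibition relative to enzyme-containing and enzyme-free wells; Replicates: single well per compound.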
ASAP1 inh: blocks human ASAP1-stimulated Arf1 GTP hydrolysis. Q9ULH1. GDP FP detection. inhibition, % at 16.5 µM. hit rate 0.19% among 360,000; in the data active means inhibition above about 25%;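 further: 0% = vehicle with enzyme and substrate and 100% = no enzyme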
ADAM10 inh: ADAM10 inhibition, QFRET primary screen. O14672. recombinant ADAM10, EDANS/DABCYL FRET peptide cleavage, 3 h. inhibition, % at 7 µM. hit rate 0.62% among 370,000. AID 720582;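 active means inhibition above a per-campaign cutoff equal to the mean of compounds falling between control-based bounds plus 3 SD, cut at about 20% in these data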;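 further: 0% = DMSO wells while the 100% control is not disclosed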
Target sequence (O14672 214-748 limits assumed): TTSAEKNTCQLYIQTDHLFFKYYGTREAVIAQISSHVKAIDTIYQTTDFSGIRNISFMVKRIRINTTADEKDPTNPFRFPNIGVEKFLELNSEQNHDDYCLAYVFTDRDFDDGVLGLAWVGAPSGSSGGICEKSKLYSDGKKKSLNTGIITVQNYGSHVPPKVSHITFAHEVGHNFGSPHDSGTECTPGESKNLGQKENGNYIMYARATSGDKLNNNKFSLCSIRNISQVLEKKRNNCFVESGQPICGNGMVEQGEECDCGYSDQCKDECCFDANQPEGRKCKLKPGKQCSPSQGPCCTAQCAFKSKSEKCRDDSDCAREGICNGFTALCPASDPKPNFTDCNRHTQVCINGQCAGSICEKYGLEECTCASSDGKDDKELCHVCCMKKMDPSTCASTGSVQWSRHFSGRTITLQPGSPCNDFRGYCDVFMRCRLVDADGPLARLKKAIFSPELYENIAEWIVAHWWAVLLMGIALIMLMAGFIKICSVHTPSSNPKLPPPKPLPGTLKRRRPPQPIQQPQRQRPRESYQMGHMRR
ARFGAP1 inhibitor: rat ARFGAP1 inhibition | inhibition, % at 16.5 µM | hit rate 0.26% among 360,000 | Arfgap1-stimulated ARF1 GTP hydrolysis, GDP FP detection | Q62848;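 active means inhibition above a per-plate limit, mean inhibition of low control wells plus 3 SD, cut at about 25% in these data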;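 further: 0% = DMSO wells with enzyme and 100% = wells lacking Arfgap1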
Target sequence (Q62848 1-136 limits assumed): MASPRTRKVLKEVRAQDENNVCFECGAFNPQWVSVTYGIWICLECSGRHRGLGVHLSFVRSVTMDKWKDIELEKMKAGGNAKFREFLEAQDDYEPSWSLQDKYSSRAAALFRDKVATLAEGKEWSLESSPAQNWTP
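Material: rat Arfgap1 GAP domain (His6, aa 1-136), purified enzyme. Also added: human ARF1(Δ1-17)-GTP substrate. Compound dosing: 16.5 µM single point, 1.26% DMSO. Timing: enzyme reaction 120 min at 25 °C after 20 min preincubation. Signal: GDP detection by fluorescence polarization. Read-out basis: percent inhibition of GAP-stimulated GDP formation, scaled between DMSO and no-Arfgap1 medians.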
DDE Tn6 FP inh: DD(E)-Tn6 binding inhibition, primary FP screen; P02675; Fibrin DD(E) TRITC-Tn6 fluorescence polarization displacement; inhibition, % at 8.3 µM; hit rate 0.21% among 370,000; AID 720509;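 active means inhibition above a per-campaign cutoff: mean of compounds within control limits plus 3 SD, cut at about 15% in these data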;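 further: 0% = median of all compound wells on the plate and 100% = blocking peptide control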
ADAM17 inh: inhibitors of human ADAM17; P78536; recombinant ADAM17, EDANS/DABCYL FRET peptide cleavage; inhibition, % at 6.95 µM; hit rate 0.83% among 370,000;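 active means inhibition above the mean of compounds lying between control limits plus 3 SD, set per campaign, cut at about 8.5% in these data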;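 further: 0% = DMSO-only wells as the low control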
LEDGF integ inh: blocks HIV-1 LEDGF/p75-dependent DNA integration | inhibition, % at 3.7 µM | hit rate 0.64% among 370,000 | TR-FRET IN-LEDGF/p75 DNA integration, Eu/Cy5;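 active means inhibition above the screen-wide mean plus 3 SD, cut at about 13% in these data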;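 further: signal is the Cy5 over europium emission ratio at 671 and 618 nm; 0% = plate median of compound wells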
Tn7 DDE FP: DD(E)-Tn7 binding inhibition, primary FP screen. hit rate 0.13% among 370,000. P02675. FP displacement of FITC-Tn7 peptide from fibrin DD(E); 0% = median of compound wells per plate. inhibition, % at 8.3 µM;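 active means inhibition above the mean of compounds falling within the control limits plus 3 SD of them, cut at about 14% in these data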;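 further: 0% = plate median of compound wells and 100% = 10 µM Aha-Tn7 peptide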
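assay system = human clot-derived fibrin DD(E) complex | quantity = Fibrin-DD(E) at 2 µM final | timing = 10 min preincubation, 3 h with tracer, room temperature | signal = fluorescence polarization | measure = percent inhibition | benchmarks = high control wells with 10 µM unlabelled Aha-Tn7 peptide (full inhibition) | replicates = singlicate testing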
Starred values were filed as active, the others as inactive.

1: CCCNC(=O)C1(C)CCN(C(=O)c2c(F)ccc(C)c2F)C1 (stereo not drawn)
2: COc1cc(/C=N/NC(N)=O)c(Br)cc1OCC(=O)Nc1ccccc1C
3: Cn1[nH]c(CSc2ccc(Cl)cc2)cc1=O
4: CCOC(=O)CSc1nc2c(c(-c3ccc(C)o3)c1C#N)CCCC2
5: Cc1ccc2nc(SCc3cccc([N+](=O)[O-])c3)nc(C)c2c1
6: COc1ccc(CC(=O)Nc2ccc(S(=O)(=O)Nc3cc(OC)nc(OC)n3)cc2)cc1
assay / compound	1	2	3	4	5	6
PLCg1 inh	2	6	2	-23	-1	-1
KLK7 zymogen act	-0.2	0.0	-0.1	-9.8	0.2	-0.3
TDP2 absorb	-2	5	48*	0	6	0
ASAP1 inh	3	-4	7	-2	-3	-4
ADAM10 inh	-6	4	3	-38	3	-5
ARFGAP1 inhibitor	3	1	0	-12	-5	-4
DDE Tn6 FP inh	13	6	-4	-1	-1	-9
ADAM17 inh	-5	-2	-2	-8	-3	-3
LEDGF integ inh	-5	1	6	-3	-2	1
Tn7 DDE FP	1	-4	9	5	7	-11

4 entries out of the list above, ordered by the number in ARFGAP1 inhibitor, high to low:
1: CCCNC(=O)C1(C)CCN(C(=O)c2c(F)ccc(C)c2F)C1 (stereo not drawn)
3: Cn1[nH]c(CSc2ccc(Cl)cc2)cc1=O
5: Cc1ccc2nc(SCc3cccc([N+](=O)[O-])c3)nc(C)c2c1
4: CCOC(=O)CSc1nc2c(c(-c3ccc(C)o3)c1C#N)CCCC2
assay / compound	1	3	5	4
PLCg1 inh	2	2	-1	-23
KLK7 zymogen act	-0.2	-0.1	0.2	-9.8
TDP2 absorb	-2	48*	6	0
ASAP1 inh	3	7	-3	-2
ADAM10 inh	-6	3	3	-38
ARFGAP1 inhibitor	3	0	-5	-12
DDE Tn6 FP inh	13	-4	-1	-1
ADAM17 inh	-5	-2	-3	-8
LEDGF integ inh	-5	6	-2	-3
Tn7 DDE FP	1	9	7	5

Carrying on.
7: CCC(NC(=O)c1ccccc1Br)c1ccccc1 (stereo not drawn)
8: COc1ccc(/C=C2\Oc3cc(OC(=O)N4CCOCC4)ccc3C2=O)c(OC)c1
9: CCOc1ccc(C(=O)OC2CCN(C)CC2)cc1
10: COc1ccccc1CNC(=O)CCN1C(=O)c2ccccc2C1=O
11: CCCOc1ccc(Cc2c(Cl)nc(SC)nc2NC)cc1
12: CC(C)C[C@H]1CNC(=O)C(=O)N1C[C@H](Cc1ccc(O)cc1)NC(=O)Cc1ccccc1
assay / compound	7	8	9	10	11	12
PLCg1 inh	-1	-69	0	2	2	-1
KLK7 zymogen act	-1.0	-1.2	0.5	0.1	0.6	0.1
TDP2 absorb	5	4	-3	5	1	4
ASAP1 inh	-2	24	8	5	10	-11
ADAM10 inh	-9	0	-1	2	9	-12
ARFGAP1 inhibitor	-1	7	8	-4	7	13
DDE Tn6 FP inh	1	8	3	-5	-7	5
ADAM17 inh	-6	1	-5	-5	3	-7
LEDGF integ inh	-1	0	-1	-2	6	75*
Tn7 DDE FP	6	2	2	-1	-1	0

13: C=CCSc1nsc(N)n1
14: OCCN1CCN(CCO)C1=S
15: CCOC(=O)Cc1csc(NS(C)(=O)=O)n1
16: C#CCO[C@@H]1C[C@H](n2ccc(NC(=O)c3ccccc3)nc2=O)O[C@@H]1CO
17: CC1=C2C3OC(=O)C(C)C3CCC2(C)C=C(Br)C1=O (stereo not drawn)
18: Cn1c(N)c(C(=O)COC(=O)/C=C/c2ccccc2)c(=O)n(C)c1=O
assay / compound	13	14	15	16	17	18
PLCg1 inh	2	-1	3	-1	1	-2
KLK7 zymogen act	-0.6	0.6	0.2	-0.5	-0.3	-0.2
TDP2 absorb	3	-3	-15	-6	5	8
ASAP1 inh	14	-7	-11	2	-6	1
ADAM10 inh	10	-3	7	9	-7	-7
ARFGAP1 inhibitor	-6	1	3	4	-2	-9
DDE Tn6 FP inh	-11	2	-3	-3	-8	1
ADAM17 inh	-1	0	2	5	-3	-2
LEDGF integ inh	-1	7	1	2	1	1
Tn7 DDE FP	-3	-4	-7	2	-7	-1

19: CCCCN1C(=O)C(=O)N(CC(=O)Nc2cccc(C(C)=O)c2)C1=O
20: COc1cccc2sc(N(C)c3ccccc3)nc12
21: CN(C)CC(=O)N1c2ccccc2CCc2ccc(NC(=O)c3ccc(N)cc3)cc21
22: Cn1ccc2c(N3CCCCCC3)cc3c(c21)C1CCC3C1 (stereo not drawn)
23: O=C(CCn1c(SCC(=O)NCc2ccco2)nc2ccccc2c1=O)NCCc1ccccc1
24: CC1CCC(NC(=O)c2cc3c(s2)CS(=O)(=O)C3)CC1 (stereo not drawn)
assay / compound	19	20	21	22	23	24
PLCg1 inh	3	3	0	-2	1	0
KLK7 zymogen act	0.2	-0.3	0.2	-0.5	0.1	-0.6
TDP2 absorb	-2	-13	-1	-7	-16	8
ASAP1 inh	-6	6	7	-7	10	0
ADAM10 inh	-7	2	-4	-8	0	-2
ARFGAP1 inhibitor	-6	0	5	3	2	7
DDE Tn6 FP inh	0	2	8	5	-4	2
ADAM17 inh	-4	0	-3	2	-3	-2
LEDGF integ inh	0	-1	-4	4	-5	2
Tn7 DDE FP	-3	0	-1	3	1	-1

25: COc1ccccc1C(=O)NCCOc1ccc(C)c(C)c1
26: COc1ccc(Br)cc1S(=O)(=O)n1ccnc1
27: Fc1ccc(CSc2ccc3nnc(-c4ccccn4)n3n2)cc1
28: Cc1cnc(C(=O)Nc2ccc(N3CCN(C(=O)OC(C)(C)C)CC3)cc2)cn1
29: O=C(COc1ccc(Cl)cc1)Nc1ccc(C(=O)O)cc1NC(=O)COc1ccc(Cl)cc1
30: CSc1nc2c(c(=O)[nH]1)C(c1ccncc1)C(C(=O)OC(C)C)=C(C)N2 (stereo not drawn)
assay / compound	25	26	27	28	29	30
PLCg1 inh	-5	0	-4	1	0	-2
KLK7 zymogen act	-0.3	0.8	0.0	0.3	-0.1	0.5
TDP2 absorb	2	4	-7	3	7	0
ASAP1 inh	-3	-2	-6	-3	10	1
ADAM10 inh	-14	-5	-8	2	0	-15
ARFGAP1 inhibitor	6	5	0	2	3	-5
DDE Tn6 FP inh	8	0	-7	-2	2	6
ADAM17 inh	-1	-2	-4	0	2	-3
LEDGF integ inh	-1	-3	1	-1	-1	-1
Tn7 DDE FP	7	-1	-4	-8	-4	-2

31: CC(C)[C@H]1COCCS(=O)(=O)N1Cc1ccccc1-c1cccc2c1sc1ccccc12
32: O=C(c1cccc(OC2CCN(Cc3cc(F)cc(F)c3)CC2)c1)N1CCCC1
33: Cc1ccc(OCC(=O)N(Cc2ccccc2)c2ccccn2)cc1
34: OCC[C@@H]1C[C@@H](O)[C@H](O)[C@@]2(Cc3ccccc3CCO2)O1
35: Cc1ccc(C)c(S(=O)(=O)N2CCN(c3nc(-c4cccnc4)nc4ccccc34)CC2)c1
36: Cc1ccc(S(=O)(=O)NC(CC(C)C)C(=O)NCCCn2nc(C)cc2C)cc1 (stereo not drawn)
assay / compound	31	32	33	34	35	36
PLCg1 inh	5	-2	4	0	-23	1
KLK7 zymogen act	-0.7	-0.6	-0.2	-0.7	0.0	0.0
TDP2 absorb	-2	1	-10	6	3	8
ASAP1 inh	-9	-8	4	-5	2	4
ADAM10 inh	16	-5	3	-4	0	-10
ARFGAP1 inhibitor	-9	4	-1	-7	12	2
DDE Tn6 FP inh	-3	-3	-5	11	4	-7
ADAM17 inh	6	0	2	-3	0	-3
LEDGF integ inh	0	0	52*	-1	5	-1
Tn7 DDE FP	1	0	-4	-1	-1	1

37: COC(=O)c1ccc(C(=O)OC)c(NC(=O)CSc2cccc[n+]2[O-])c1
38: NC(=O)c1cccnc1
39: Cc1csc(SC(C)C(=O)NCc2ccc3c(c2)OCO3)n1 (stereo not drawn)
40: COCc1cc(C)nc(NCCO)c1C#N
41: O=C(COC(=O)c1cccnc1Cl)NC(=O)c1ccc(OC(F)F)cc1
42: NC(=O)c1ccccc1NC(=O)CN1CCCCCC1
assay / compound	37	38	39	40	41	42
PLCg1 inh	-24	0	3	-3	-2	0
KLK7 zymogen act	1.5	0.7	-0.1	1.4	0.1	0.5
TDP2 absorb	12	6	-3	-5	4	8
ASAP1 inh	8	0	-9	21	6	4
ADAM10 inh	-31	1	7	-122	3	-2
ARFGAP1 inhibitor	-9	6	19	8	12	-15
DDE Tn6 FP inh	-1	6	-7	-3	-1	-4
ADAM17 inh	-18	-2	-2	-33	-1	-5
LEDGF integ inh	-2	-1	3	0	0	-4
Tn7 DDE FP	-2	-9	-1	0	4	3

43: COc1ccc(C2CC(c3ccccc3)=NN2C(=O)COC(=O)c2cccc(S(=O)(=O)N3CCOCC3)c2)cc1 (stereo not drawn)
44: CCC(=O)N(C)C(c1ccccc1Cl)c1nnnn1-c1c(C)cccc1C (stereo not drawn)
45: COc1cc(C2C3=C(CCCC3=O)Nc3c2c(C)nn3-c2cccc(C)c2)cc(OC)c1O (stereo not drawn)
46: COc1ccc(C(=O)C2CCCN(Cc3cccn3-c3nccs3)C2)cc1OC (stereo not drawn)
47: O=C(NCc1ccccc1)N1CCN(c2ccc(F)cc2)CC1
48: N/C(=N\OC(=O)N1CCOCC1)c1ccccc1
assay / compound	43	44	45	46	47	48
PLCg1 inh	-1	1	-13	0	-1	4
KLK7 zymogen act	0.2	0.2	0.7	0.4	0.1	-0.9
TDP2 absorb	3	-5	-7	4	-3	1
ASAP1 inh	5	-1	-12	7	10	0
ADAM10 inh	-1	1	1	6	0	5
ARFGAP1 inhibitor	-2	-7	7	6	10	-4
DDE Tn6 FP inh	7	5	1	-1	-3	-1
ADAM17 inh	-3	1	0	-6	-4	4
LEDGF integ inh	3	-2	1	-6	1	3
Tn7 DDE FP	1	5	-5	2	5	2

49: COc1ccc(CNCCCNCc2ccc(OC)c(OC)c2)cc1OC
50: Cn1cc(-c2nnnn2-c2ccc(Cl)cc2)c(C(F)(F)F)n1
51: O=C(Nc1cc(Cl)ccc1F)C1=COCCO1
52: CCOC(=O)C1(Cc2cccc(Cl)c2)CCCN(C(=O)c2cc(C)on2)C1 (stereo not drawn)
53: Cc1cc(=O)n2[nH]c(C)c(-c3ccccc3)c2n1
assay / compound	49	50	51	52	53
PLCg1 inh	-3	2	-3	-1	-10
KLK7 zymogen act	0.6	0.3	0.5	0.0	-3.1
TDP2 absorb	-6	-9	8	1	4
ASAP1 inh	-7	1	-19	2	-1
ADAM10 inh	-5	0	-9	-3	-2
ARFGAP1 inhibitor	-1	-3	4	-7	-3
DDE Tn6 FP inh	9	1	1	0	-4
ADAM17 inh	0	-2	-3	-3	-1
LEDGF integ inh	-2	5	2	-1	2
Tn7 DDE FP	1	1	4	-6	2
